Nrf2 inh = Nrf2 qHTS screen for inhibitors. A549 ARE-Fluc reporter, luciferase luminescence, 18-24 h. Potency, µM (highest dose often 46 µM), for inactives: at the highest dose activity change, negative = inhibition, actives largely listed as inhibitors. 2.1% of 360,000 active; also: potency is read from the fitted curve at half-maximal effect; % is scaled to controls: 0 for no effect and ±100 for the full control effect; nearly all actives have a fitted effect of over 60% in size
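Concentration-response testing used A549 ARE_Fluc cells at 5000 cells/well. Following an 18-24 h compound incubation, viability was read by fluorescence (Ex 405/Em 525) and luciferase output by luminescence.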
TGFb inhibitor = qHTS for Inhibitors of TGF-b; HepG2 CAGA-GFP TGF-b/SMAD3 reporter, GFP fluorescence, 18 h; TGF-beta stimulated, 500 pg/mL final; Potency, µM (highest dose often 46.1 µM), for the others: at the highest dose activity, negative = inhibition, hits mostly inhibitors; 1.2% of 410,000 active; also: potency is read from the fitted curve at half-maximal effect; % is scaled to controls: 0 for no effect and ±100 for the full control effect; nearly all actives have a fitted effect of over 65% in size
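First, reporter cells (HEPG2 CAGA-GFP) rested 2 h at 37 degrees C. Next, compounds were pinned in and TGF-beta added to 500 pg/mL final. After 18 h, GFP was imaged per cell and summed per well.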
IL2 activator = qHTS of IL-2 Activators. IL-2 activation reporter assay, cell-based qHTS; stimulated with anti-CD3/CD4/CD28 beads; in transgenic mouse T cells. activation, % (series mostly up to about 46 µM). 0.065% of 360,000 active; in the data active = activation above about 50%; inconclusive = mostly about 30% to 49%; also: 0% is about no effect
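EGFP and DsRed fluorescence is measured by plate cytometry in unstimulated transgenic mouse T cells exposed to compound for 60 minutes, then stimulated 18 hours at 37 degrees C with anti-CD3/anti-CD4 beads plus anti-CD28.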
A549 viability = Nrf2 qHTS screen for inhibitors: counterscreen for cytotoxicity | 0.16% of 390,000 active | A549 ARE-Fluc cells, CellTiter-Fluor viability, 18-24 h | AID 504648, 2011 | Potency, µM (highest dose often 46 µM), for inactives: at the highest dose activity change, negative = cytotoxicity, most hits filed as inhibitors; also: potency is read from the fitted curve at half-maximal effect; % is scaled to controls: 0 for no effect and ±100 for the full control effect
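A549 ARE_Fluc cells in 5% FBS OPTI-MEM were exposed to compounds in concentration-response for 18-24 h at 37 deg C. Viability was read by CellTiter-Fluor fluorescence (Ex 405/Em 525) after 30 min, before the luciferase read.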
EPAC2 ag = qHTS for Agonist of cAMP-regulated guanine nucleotide exchange factor 4 (EPAC2): primary screen; Rap guanine nucleotide exchange factor 4 (Homo sapiens), Q8WZA2; EPAC2 activation, biochemical qHTS; response scale: 100% = 6.5 mM cAMP response; Potency, µM (highest dose often 154 µM), for the others: at the highest dose activation, usual class: activators; 0.079% of 360,000 active; also: potency is read from the fitted curve at half-maximal effect; nearly all actives have a fitted effect of over 50% in size
Target sequence (Q8WZA2 whole entry, looked up): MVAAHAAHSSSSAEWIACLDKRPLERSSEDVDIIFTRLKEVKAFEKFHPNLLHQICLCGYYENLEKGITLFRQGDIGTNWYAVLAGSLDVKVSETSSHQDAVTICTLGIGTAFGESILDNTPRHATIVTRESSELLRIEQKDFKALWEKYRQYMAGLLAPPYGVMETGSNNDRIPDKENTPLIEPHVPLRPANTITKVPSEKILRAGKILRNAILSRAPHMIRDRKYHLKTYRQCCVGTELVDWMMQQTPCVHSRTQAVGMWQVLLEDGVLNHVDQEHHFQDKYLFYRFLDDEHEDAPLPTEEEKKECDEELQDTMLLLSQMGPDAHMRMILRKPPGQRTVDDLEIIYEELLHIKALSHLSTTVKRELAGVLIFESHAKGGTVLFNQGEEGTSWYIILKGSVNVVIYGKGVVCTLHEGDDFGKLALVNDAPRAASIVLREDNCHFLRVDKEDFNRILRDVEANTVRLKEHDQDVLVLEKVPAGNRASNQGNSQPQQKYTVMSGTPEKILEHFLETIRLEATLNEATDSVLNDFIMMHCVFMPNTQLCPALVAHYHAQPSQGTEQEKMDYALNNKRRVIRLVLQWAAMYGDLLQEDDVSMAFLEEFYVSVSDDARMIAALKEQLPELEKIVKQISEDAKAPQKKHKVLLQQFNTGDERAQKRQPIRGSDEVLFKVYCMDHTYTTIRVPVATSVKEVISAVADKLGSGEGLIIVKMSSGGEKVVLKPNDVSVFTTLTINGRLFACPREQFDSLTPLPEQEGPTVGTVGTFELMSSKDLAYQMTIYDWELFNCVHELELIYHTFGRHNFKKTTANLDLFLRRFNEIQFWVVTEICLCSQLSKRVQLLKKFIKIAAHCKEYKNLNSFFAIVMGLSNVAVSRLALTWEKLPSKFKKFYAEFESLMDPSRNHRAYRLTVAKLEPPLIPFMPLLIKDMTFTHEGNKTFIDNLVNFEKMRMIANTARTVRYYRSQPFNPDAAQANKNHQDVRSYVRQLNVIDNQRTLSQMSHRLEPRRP
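qHTS, titration series. 100 nM EPAC2 / 250 nM Rap1B-BODIPY-GDP / 50 uM GDP; RT; ex 480/em 540 nm, 5-min reads to 30 min. Norm. to 6.5 mM cAMP = activation.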
ATXN2 expr inh = Primary qHTS for Inhibitors of ATXN expression; HEK-293 ATXN2-luciferase reporter, luminescence, 24 h; Potency, µM (series often up to 57 µM), without a hit: at the top dose activity change, negative = inhibition, most hits filed as inhibitors; 0.72% of 360,000 active; also: potency is read from the fitted curve at half-maximal effect; % is scaled to controls: 0 for no effect and ±100 for the full control effect; nearly all actives have a fitted effect of over 55% in size
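qHTS (up to 57 uM final) was run with 24 h compound exposure of reporter cells at 37 °C. Each well was multiplexed: SteadyGlo luminescence measured ATXN2-luciferase expression after a fluorogenic Gly-Phe-AFC viability readout (25 uM final).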
S2 tox = Viability Counterscreen for Primary qHTS for Inhibitors of ATXN expression; Potency, µM (top dose mostly 56.7 µM), most hits filed as cytotoxic; AID 651635, 2014; S2 cells (HEK-293 line with an ATXN2-luciferase reporter) viability, CellTiter-Fluor protease fluorescence, 24 h; 0.49% of 400,000 active; also: potency is read from the fitted curve at half-maximal effect; nearly all actives have a fitted effect of over 40% in size
Nrf2 ARE act = qHTS of Nrf2 Activators | AREc32 ARE-luciferase reporter (MCF7-derived line), luminescence, 24 h | 0.31% of 410,000 active | AID 624171, 2012 | Potency, µM (doses to about 46.1 µM), for the others: at the highest dose activation, usual class: activators; also: potency is read from the fitted curve at half-maximal effect; % of control where 0% means no effect; nearly all actives have a fitted effect of over 65% in size
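Reporter line AREc32 (ARE-Fluc), seeded overnight in OPTI-MEM with 5% FBS; compound pin-transferred, 24 hr at 37 deg C, 5% CO2; luminescent read-out.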
HepG2 tox = qHTS for Inhibitors of TGF-b: Cytotox Counterscreen; HepG2 CAGA-GFP viability, ATP luminescence, 18 h; Potency, µM (top dose mostly 46.1 µM), for inactives: at the highest dose activity change, negative = cytotoxicity, actives largely listed as cytotoxic; 0.76% of 410,000 active; AID 588856, 2011; also: potency is read from the fitted curve at half-maximal effect; some results filed as inactive show a strong effect at the top dose
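CellTiter-Glo luminescence gave cytotoxicity after 18 hours at 37 degrees C. The cells were HepG2 CAGA-GFP in 1% FBS DMEM, stimulated with 500 pg/mL TGF-beta after compound addition. %Activity was normalised to no-cell wells (complete cell-killing) and DMSO (no toxicity), and curves were fitted and classified.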
* = called active by the depositor; i = inactive; ? = inconclusive; / = no result given; [ ] = dose if it differs, or a comment. Unless noted, calls follow the shape of the dose curve; as a rule, active = well fitted curve in the direction sought with a large enough effect; inconclusive = small, poorly fitted or top-dose-only effect, or another doubt; inactive = no such curve, though single readings can be large; an effect the other way counts as inactive or inconclusive.

nr | SMILES | Nrf2 inh | TGFb inhibitor | IL2 activator | A549 viability | EPAC2 ag
1 | OC(c1ccc(F)c(F)c1)c1nc(-c2cncnc2)cs1 (centres undefined) | / | 14% | 0.5 | / | 5%
2 | C[C@@H]1NC(=O)N[C@@H]1CCCCCC(=O)O | -23% | 9% | -0.7 | -6% | 6%
3 | COCCCNC(=O)c1ccc2c(=O)n(Cc3ccc(Cl)cc3)c(=S)[nH]c2c1 | -15% | -7% | 0.3 | 0% | -6%
4 | CCCCN1C(=O)c2ccc(C(=O)OCC(=O)NCCc3ccc(S(N)(=O)=O)cc3)cc2C1=O | 3% | 1% | 0.0 | -20% | 6%
5 | O=S1(=O)CC(N2CCN(CC3CC3)CC2)CN1CCc1ccccc1 (centres undefined) | / | -15% | 0.7 | / | 5%
6 | CCN(CCCNC(=O)CN(C)S(=O)(=O)c1ccc2c(c1)CCC(=O)N2)c1cccc(C)c1 | -2% | -3% | 1.6 | 0% | -6%
7 | O=C1c2ccccc2C(=O)c2[nH]cnc21 | -16% | ? | -2.3 | 0% | 9%
8 | CCN(CC)S(=O)(=O)c1cccc(C(=O)N[C@H](C(=O)NCc2ccc(Cl)cc2)C(C)C)c1 | ? | -15% | 0.4 | -7% | 5%
9 | COC(=O)c1ccc(-n2c(C)cc(C(=O)COC(=O)CC3Sc4ccccc4NC3=O)c2C)cc1 (centres undefined) | 3% | 0% | 0.8 | 0% | 21%
10 | COc1cc(NC(=O)Cn2c(=O)cc(C)c3c(C)nn(-c4ccc(C)cc4)c32)cc(OC)c1 | ? | -12% | / | 0% | /
11 | C=CCc1cccc(CNc2c(C)cc(C)cc2C)c1O | -9% | -3% | -3.4 | 1% | 7%
12 | CCOc1cc2[nH]c(=O)n(CCC(=O)N3CCN(c4ccccc4OC)CC3)c(=O)c2cc1OCC | ? | 1% | 2.5 | -7% | -7%

nr | ATXN2 expr inh | S2 tox | Nrf2 ARE act | HepG2 tox
1 | 7% | i | 0.9% | 2%
2 | 4% | i | 0.4% | 0%
3 | / | i | -0.3% | -1%
4 | -9% | i | -0.8% | -8%
5 | 8% | i | -0.2% | -9%
6 | -2% | i | 0.3% | -23%
7 | / | ? | -0.4% | 5%
8 | -11% | i | 1.8% | -37%
9 | 4% | i | 5.0% | -78%
10 | -9% | i | -0.6% | 7%
11 | 1% | i | 4.8% | -26%
12 | -10% | i | 0.1% | -3%

The list continues.
nr | SMILES | Nrf2 inh | TGFb inhibitor | IL2 activator | A549 viability | EPAC2 ag
13 | C/C(=N\N1CCN(Cc2ccc(Cl)cc2)CC1)c1ccc([N+](=O)[O-])cc1 | ? | -27% | -2.0 | 1% | 7%
14 | CC1(C)Oc2ccc(C(=O)NC3CCCC3)cc2N(CC(=O)NC2CCCC2)C1=O | 1% | 6% | 0.0 | -3% | 7%
15 | c1ccc(CCn2nnnc2CN2CCc3ccccc32)cc1 | 3% | 13% | 0.0 | -3% | -6%
16 | O=C(CNS(=O)(=O)c1ccccc1)Nc1ccc2c(c1)OCO2 | ? | -21% | -0.4 | -2% | 0%
17 | COc1cccc(C#CC2=CC(=O)C[C@H](c3ccc(F)cc3)C2)c1 | / | ? | -3.7 | / | 27%
18 | CCC(=O)OC1(C(C)=O)CCC2C3CCC4=CC(=O)CCC4(C)C3CCC21C (centres undefined) | 1.2µM* | -19% | 0.5 | 6% | -4%
19 | CCOc1ccccc1N(C(=O)c1ccco1)C(C(=O)NC1CCCC1)c1cccnc1 (centres undefined) | 1% | -4% | 0.0 | 2% | 2%
20 | COc1ccc(-c2cn3nc(N4CCCC(C(=O)Nc5cc(C)cc(C)c5)C4)sc3n2)cc1 (centres undefined) | -11% | 0% | / | -5% | /
21 | O=c1cc2oc3cc(O)c(O)cc3c(-c3ccccc3[N+](=O)[O-])c-2cc1O | 3.3µM* | -24% | -1.9 | 5.2µM* | 5%
22 | CC(C)C1(C)NC(c2ccc3c(c2)OCO3)=CC(c2ccccc2O)N1 (centres undefined) | 25% | 4% | / | -1% | /
23 | CCCCN(Cc1cc2cc(OC)ccc2[nH]c1=O)C(=O)c1ccccn1 | ? | ? | 0.8 | 0% | 6%
24 | CCC(C)[C@H](NS(=O)(=O)c1ccc(F)cc1Br)C(=O)OC (some centres undefined) | 8% | 1% | 0.8 | -2% | 2%

nr | ATXN2 expr inh | S2 tox | Nrf2 ARE act | HepG2 tox
13 | -33% | i | -0.5% | -22%
14 | -1% | i | 0.0% | 3%
15 | 6% | i | -0.9% | -26%
16 | 31% | i | 4.0% | -22%
17 | ? | ? | 16µM* | -97%
18 | 20µM* | ? | 5.7% | 9%
19 | -1% | ? | -0.7% | 11%
20 | / | / | 0.8% | -13%
21 | / | 16µM* | -0.4% | -15%
22 | / | / | / | 19%
23 | 0% | i | 0.2% | 7%
24 | 0% | i | -1.0% | -4%

Ordered by the number under IL2 activator (smallest number first): 3 from the list above.
no.	mol	IL2 activator
2	C[C@@H]1NC(=O)N[C@@H]1CCCCCC(=O)O	-0.7
23	CCCCN(Cc1cc2cc(OC)ccc2[nH]c1=O)C(=O)c1ccccn1	0.8
12	CCOc1cc2[nH]c(=O)n(CCC(=O)N3CCN(c4ccccc4OC)CC3)c(=O)c2cc1OCC	2.5

Record cards (already shown):
`CCCCN(Cc1cc2cc(OC)ccc2[nH]c1=O)C(=O)c1ccccn1` is entered as Nrf2 inh = ?; TGFb inhibitor = ?; IL2 activator = 0.8; A549 viability = 0%; EPAC2 ag = 6%; ATXN2 expr inh = 0%; S2 tox = i; Nrf2 ARE act = 0.2%; HepG2 tox = 7%
`C[C@@H]1NC(=O)N[C@@H]1CCCCCC(=O)O` is entered as Nrf2 inh = -23%; TGFb inhibitor = 9%; IL2 activator = -0.7; A549 viability = -6%; EPAC2 ag = 6%; ATXN2 expr inh = 4%; S2 tox = i; Nrf2 ARE act = 0.4%; HepG2 tox = 0%

Next section:
nr | SMILES | Nrf2 inh | TGFb inhibitor | IL2 activator | A549 viability | EPAC2 ag
25 | CCN(CC(=O)NCc1cccs1)c1ccc(S(=O)(=O)N2CCOCC2)cn1 | ? | 11% | -1.9 | 8% | -5%
26 | N#CCc1ccnc2ccccc12 | 0% | 47%[activator] | 1.8 | 2% | 1%
27 | CC12CCC(/C(=N/O)C1=O)C2(C)C (centres undefined) | -5% | -2% | / | -3% | /
28 | O=[N+]([O-])c1cccc(CN2CCN(S(=O)(=O)Cc3ccccc3)CC2)c1 | -4% | 5% | 1.1 | 13% | -1%
29 | Cc1c(Cl)cccc1-n1nc(C)c2c(C(=O)NCc3ccccc3)cc(C3CC3)nc21 | 8% | -2% | / | 4% | /
30 | CC1CN(C(=O)Nc2ccc(C(=O)NCc3cccc(F)c3)cc2)c2ccccc2S1 (centres undefined) | -21% | -25% | / | -1% | /
31 | CNC(=S)N/N=C/c1cc(Br)cc(Br)c1O | -15% | -14% | 0.0 | 2% | -8%
32 | CCc1[nH]c(=O)c(C#N)c2c1COC(C)(C)C2 | / | 27% | -2.5 | 8% | 2%
33 | Cc1ccccc1CN(C)CCS(=O)(=O)c1cc(Cl)ccc1Cl | -5% | ? | -1.7 | 10% | 14%
34 | COc1ccc(S(=O)(=O)N(n2c(C)nnc2-n2nc(C)cc2C)S(=O)(=O)c2ccc(OC)cc2)cc1 | 7% | -3% | -1.2 | -5% | 0%
35 | Fc1cccc(Cc2noc(CN3CCSCC3)n2)c1 | 8% | 11% | 0.0 | -5% | 5%
36 | Cc1cc(C(=O)CN2C(=O)NC3(CCCc4ccccc43)C2=O)c(C)n1C (centres undefined) | -8% | -13% | 0.7 | -3% | -5%

nr | ATXN2 expr inh | S2 tox | Nrf2 ARE act | HepG2 tox
25 | 3% | i | -0.1% | -15%
26 | 8% | i | 12% | 7%
27 | / | / | / | -3%
28 | -1% | i | 0.1% | 4%
29 | 4% | i | 0.0% | 7%
30 | 7% | i | 2.9% | 2%
31 | -24% | i | 4.0%[9.22 µM] | 7%
32 | 6% | i | -0.1% | 14%
33 | 1% | i | 24% | 7%
34 | 6% | i | -0.1% | 10%
35 | 19% | i | -0.7% | 0%
36 | 5% | i | -0.1% | -36%

Additional structures follow.
nr | SMILES | Nrf2 inh | TGFb inhibitor | IL2 activator | A549 viability | EPAC2 ag
37 | NC(=O)c1ccc(NC(=O)COc2coc(CN3CCc4ccccc4C3)cc2=O)cc1 | -14% | 1% | -3.0 | -3% | -1%
38 | COc1cccc(OCC(=O)NC2CCCCC2)c1 | ? | -12% | 0.4 | ? | 5%
39 | Cn1cc(S(=O)(=O)N2CCN(c3ccc(F)cc3)CC2)c(=O)n(C)c1=O | -6% | -3% | -0.9 | -4% | -6%
40 | CC1CCc2sc(C(=O)NC3CCN(Cc4ccccc4)CC3)cc2C1 (centres undefined) | -11% | -25% | 0.1 | -14% | 8%
41 | COCCNC(=O)c1cn(C)c2ccc(S(=O)(=O)N3CCCC3)cc2c1=O | ? | -17% | 4.0 | -17% | 7%
42 | COc1cccc(Oc2c(C)oc3c(CN4CCCCC4)c(O)ccc3c2=O)c1 | -8% | -1% | 1.4 | -1% | -2%
43 | Cn1cnc([N+](=O)[O-])c1S(=O)(=O)Oc1cccc2ccccc12 | ? | ? | -1.1 | ? | -2%
44 | Cc1cc(C(=O)Nc2c(C)nc3ccccn3c2=O)ccc1[N+](=O)[O-] | / | 25% | / | 5% | /

nr | ATXN2 expr inh | S2 tox | Nrf2 ARE act | HepG2 tox
37 | -4% | i | -0.4% | -45%
38 | 25% | i | 0.0% | 4%
39 | 1% | i | -1.4% | 8%
40 | -31% | i | 3.5% | -45%
41 | / | i | -0.8% | 0%
42 | / | i | 0.5% | -4%
43 | ? | 16µM* | -2.9% | -83%
44 | / | / | 3.3% | 7%

Screening results as filed in PubChem.
